# PRC2 inh = blocks human EZH2/PRC2 H3K27 methylation; DELFIA TRF, 1 h; inhibition, % at 12.5 µM; 57,000 tested, 0.35% active;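 active means mean inhibition of replicates at least 50% and every single replicate also reaching 50%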;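 further: dimethyl H3K27 on biotinylated H3 21-44 peptide detected by antibody; plate controls were median neutral control wells for no effect and median positive control wells for full effect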
# IDH1 mut inh = IDH1 R132H (human) inhibition; IDH1 R132H reductase, diaphorase/resazurin fluorescence, 60 min; inhibition, % at 10 µM; 70,000 tested, 0.18% active; in the data active means inhibition above about 34%;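 further: 0% = DMSO and 100% = no enzyme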
# Target sequence (O75874 whole entry R132H): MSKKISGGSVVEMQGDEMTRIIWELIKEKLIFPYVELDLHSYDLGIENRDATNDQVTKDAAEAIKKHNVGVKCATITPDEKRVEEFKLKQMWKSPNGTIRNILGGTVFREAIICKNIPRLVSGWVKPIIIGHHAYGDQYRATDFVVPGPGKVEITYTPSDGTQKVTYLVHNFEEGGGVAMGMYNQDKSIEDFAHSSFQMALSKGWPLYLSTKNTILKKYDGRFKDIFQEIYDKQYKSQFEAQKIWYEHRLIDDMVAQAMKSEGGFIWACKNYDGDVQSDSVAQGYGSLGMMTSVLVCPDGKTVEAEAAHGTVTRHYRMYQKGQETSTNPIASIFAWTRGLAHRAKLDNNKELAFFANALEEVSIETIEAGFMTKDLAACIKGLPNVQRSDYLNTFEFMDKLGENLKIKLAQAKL
# * marks the source's active call; other numbers are inactive results; / = no result given; & = joins results of further samples. The list is partial; count on the stated rates, not on these rows.
# Sequence of screens: PRC2 inh | IDH1 mut inh
CC(C)NC(=O)N(C)C[C@H]1Oc2ncc(C#CCc3ccccc3)cc2C(=O)N([C@H](C)CO)C[C@H]1C
    -7 | -0.1
O=C(C[C@H]1C[C@H]2c3cc(NC(=O)C4CCC4)ccc3O[C@H]2[C@@H](CO)O1)NC1CCCC1
    -3 | -0.3
CCC(=O)Nc1ccc2c(c1)C(=O)N(C)C[C@@H](OC)[C@H](C)CN(C(=O)C1CCC1)[C@@H](C)CO2
    1 | 0.3
Cc1c(NS(=O)(=O)c2cccc3nonc23)c(=O)n(-c2ccccc2)n1C
    -7 | 0.1
CC(C)(C)c1cc(C(F)(F)F)c(C#N)c(SCC(=O)Nc2sc3c(c2C#N)CCCC3)n1
    -2 | 0.2
COc1ccc(S(=O)(=O)Nc2ccc3c(c2)C(=O)N([C@H](C)CO)C[C@@H](C)[C@@H](CN(C)S(=O)(=O)c2cccs2)O3)cc1
    / | 1.3
Cc1cc(C(=O)Nc2cccc3c2O[C@H](CN(C)C(=O)Nc2c(C)noc2C)[C@H](C)CN([C@H](C)CO)C3=O)n(C)n1
    / | -8.3
C[C@@H]1CN([C@@H](C)CO)C(=O)c2ccccc2-c2ccccc2CO[C@H]1CN(C)S(=O)(=O)c1ccc(C(F)(F)F)cc1
    -16 | /
COc1cccc(S(=O)(=O)Nc2ccc3c(c2)C(=O)N(C)C[C@H](OC)[C@H](C)CN(Cc2ccccc2F)[C@H](C)CO3)c1
    15 | -0.1
C[C@H](CO)N1C[C@H](C)[C@H](CN(C)C(=O)Nc2ccc(F)cc2)Oc2ncccc2C1=O
    21 | 10.0
C[C@@H]1CN([C@@H](C)CO)C(=O)c2cc(NS(=O)(=O)c3ccc(Cl)cc3)ccc2O[C@@H]1CN(C)Cc1ccc(C(=O)O)cc1
    / | 0.1
O=C1CC(c2ccc(O)cc2)Oc2cc(O)cc(O)c21 (centres undefined)
    / | 0.0
COC(=O)C[C@@H]1C=C[C@H](NC(=O)c2ccccc2)[C@H](CO)O1
    8 | -0.1
COCCN=c1c([N+](=O)[O-])nn(-c2ccccc2)n1O
    12 | -0.4
C[C@H]1CN([C@@H](C)CO)C(=O)c2cc(Br)cnc2O[C@@H]1CN(C)C(=O)CN(C)C
    13 | -0.2
Cn1cnc(S(=O)(=O)N[C@H]2C=C[C@@H](CC(=O)Nc3ccc(-c4ccccc4)cc3)O[C@@H]2CO)c1
    -9 | -0.1
C[C@H]1CN([C@@H](C)CO)S(=O)(=O)c2ccc(-c3ccccc3)cc2O[C@@H]1CN(C)Cc1cncnc1
    / | 0.5
C[C@@H]1CN([C@@H](C)CO)C(=O)c2cc(NC(=O)NC3CCCCC3)ccc2O[C@@H](C)CCCCO[C@H]1CN(C)C
    -4 | /
COc1ccc(S(=O)(=O)N(C)C[C@@H]2Oc3c(NS(=O)(=O)c4cn(C)cn4)cccc3C(=O)N([C@@H](C)CO)C[C@@H]2C)cc1
    / | -3.1
C[C@@H]1CCCCO[C@@H](CN(C)Cc2ccccc2)[C@@H](C)CN([C@H](C)CO)C(=O)c2cc(NC(=O)Nc3cccc4ccccc34)ccc2O1
    / | 0.4
CCC(=O)Nc1ccc(Cl)c(NC(=O)COc2cccc3ccccc23)c1
    -22 | 0.2
CO[C@H]1CN(C)C(=O)c2cc(NC(=O)c3ccccc3F)ccc2OC[C@H](C)N(C)C[C@H]1C
    13 | 0.0
Cc1cccc(S(=O)(=O)N[C@@H]2CC[C@@H](CCNC(=O)CCN3CCCCC3)O[C@@H]2CO)c1
    -4 | -0.1
COc1ccccc1NC(=O)N[C@@H]1CC[C@H](CC(=O)N[C@H](C)c2ccccc2)O[C@@H]1CO
    -11 | -0.3
C[C@@H]1CN([C@H](C)CO)C(=O)c2cc(NC(=O)CCC(F)(F)F)ccc2O[C@@H]1CN(C)C(=O)Nc1ccc(C(F)(F)F)cc1
    -6 | -0.6
COc1cc(S(=O)(=O)NCCCN2CCOCC2)ccc1Cl
    -3 | 0.3
COc1cccc(NC(=O)N[C@@H]2C=C[C@H](CC(=O)NCc3ccccn3)O[C@@H]2CO)c1
    0 | 0.0
CCCC(=O)Nc1ccc2c(c1)C(=O)N(C)C[C@H](OC)[C@@H](C)CN(Cc1ccc(-c3ccccn3)cc1)[C@@H](C)CO2
    0 | -0.4
O=C(O)C[C@H]1C[C@@H]2c3cc(NC(=O)c4cccnc4)ccc3O[C@@H]2[C@H](CO)O1
    -1 | 0.0
CCCN(C)C[C@@H]1Oc2cc(-c3ccccc3C)ccc2S(=O)(=O)N([C@@H](C)CO)C[C@H]1C
    4 | 0.6
COc1ccc(S(=O)(=O)Nc2ccc3c(c2)C(=O)N([C@@H](C)CO)C[C@H](C)[C@H](CN(C)C(=O)Nc2cccc4ccccc24)OCCCC[C@H](C)O3)cc1
    / | -2.1
O=C(N/N=C/[C@H](O)[C@H](O)[C@@H](O)[C@@H](O)CO)c1ccccc1O
    10 | /
O=C(CCCCC(=O)N/N=C/c1ccc(Br)o1)NO
    8 | -0.1
CNC[C@H]1Oc2ncc(-c3cccc(C(=O)N(C)C)c3)cc2C(=O)N([C@@H](C)CO)C[C@H]1C
    -7 | -0.1
CC(=O)N(C)C[C@H]1Oc2ncc(-c3ccc(F)cc3)cc2C(=O)N([C@H](C)CO)C[C@H]1C
    / | 1.6
C[C@H](O)C#Cc1cnc2c(c1)C(=O)N([C@H](C)CO)C[C@H](C)[C@@H](CN(C)C(=O)CC1CC1)O2
    -5 | 1.6
Cc1nc(SCC(=O)Nc2cc(C(F)(F)F)ccc2Cl)nc2c1CCCC2
    32 | -0.9
C[C@@H]1CN([C@@H](C)CO)C(=O)c2cc(NC(=O)CCCN(C)C)ccc2O[C@H]1CN(C)Cc1ccc(Oc2ccccc2)cc1
    -16 | /
C[C@H](CO)N1C[C@H](C)[C@@H](CN(C)C(=O)c2ccccc2)Oc2ncc(-c3ccc(C#N)cc3)cc2C1=O
    -6 | -0.1
O=C(C[C@H]1C=C[C@@H](NC(=O)Nc2ccc(C(F)(F)F)cc2)[C@@H](CO)O1)NCc1cc(F)cc(F)c1
    -5 | -0.2
CCCNC(=O)N(C)C[C@@H]1Oc2ncc(C#CCC(C)C)cc2C(=O)N([C@H](C)CO)C[C@@H]1C
    / | -0.1
CCCC(=O)Nc1ccc2c(c1)C(=O)N(C)C[C@H](OC)[C@H](C)CN(C(=O)c1cccnc1)[C@@H](C)CO2
    -5 | 0.1
O=C(NO)c1ccc(C(=O)N/N=C/c2ccc(-n3ccnc3)cc2)cc1
    -8 | 0.0
C[C@H]1CN([C@@H](C)CO)C(=O)c2cc(-c3ccncc3)cnc2O[C@H]1CN(C)S(=O)(=O)c1ccc(F)cc1
    -1 | 0.6
CCC(=O)N(C)C[C@H]1Oc2cc(C#CCC(C)C)ccc2S(=O)(=O)N([C@H](C)CO)C[C@@H]1C
    -15 | -3.0
C[C@@H]1CCCCO[C@H](CN(C)C(=O)Nc2ccc(C(F)(F)F)cc2)[C@@H](C)CN([C@H](C)CO)C(=O)c2cc(NS(=O)(=O)c3ccc(Cl)cc3)ccc2O1
    / | -1.9
C[C@@H]1CN([C@H](C)CO)C(=O)c2cc(NS(=O)(=O)c3ccccc3)ccc2O[C@H]1CN(C)C(=O)Nc1ccc(F)cc1
    -1 | /
C[C@@H]1CN([C@H](C)CO)C(=O)c2cc(-c3cccnc3)cnc2O[C@H]1CN(C)C(=O)Nc1ccc(C(F)(F)F)cc1
    7 | -0.4
C[C@H]1CCCCO[C@@H](CN(C)C(=O)CCC(F)(F)F)[C@@H](C)CN([C@@H](C)CO)C(=O)c2cc(NC(=O)NC3CCCCC3)ccc2O1
    / | 2.2
COc1ccc([C@H]2C=C(C(=O)O)O[C@@H](OCCCCO)C2)cc1
    -6&-7 | /
O=C(Cc1ccccn1)NCC[C@@H]1CC[C@H](NS(=O)(=O)c2ccccc2)[C@@H](CO)O1
    -11 | 0.5
C[C@@H]1CN([C@H](C)CO)C(=O)Cc2cc(NC(=O)Nc3cccc4ccccc34)ccc2O[C@H]1CN(C)Cc1ccccc1
    -18 | -0.3
O=C(O)C[C@@H]1C=C[C@@H](NC(=O)c2ccccc2F)[C@H](CO)O1
    0 | 0.3
Cc1ccc(S(=O)(=O)Nc2ccc3c(c2)C(=O)N([C@@H](C)CO)C[C@@H](C)[C@H](CN(C)C(=O)C2CCCCC2)OCCCC[C@@H](C)O3)cc1
    / | 2.1
O=C(Nc1ccc2c(c1)[C@@H]1C[C@H](CC(=O)N3CCCCC3)O[C@@H](CO)[C@@H]1O2)c1ccc2c(c1)OCO2
    15 | -0.3
C[C@H](CO)N1C[C@H](C)[C@H](CN(C)Cc2ccncc2)Oc2c(NS(=O)(=O)c3ccc(F)cc3)cccc2C1=O
    9 | 13
C[C@@H]1CN([C@@H](C)CO)C(=O)c2cc(NC(=O)Nc3ccc(F)cc3)ccc2O[C@@H](C)CCCCO[C@@H]1CN(C)S(=O)(=O)c1cccs1
    / | 0.4
C(=C\c1nn2c(C3COc4ccccc4O3)nnc2s1)/c1ccccc1 (centres undefined)
    34 | 0.3
COc1ccc(NC(=O)Nc2ccc3c(c2)C(=O)N([C@H](C)CO)C[C@H](C)[C@H](CN(C)Cc2ccc(Cl)c(Cl)c2)OCCCC[C@H](C)O3)cc1
    / | 0.8
COc1ccc(NC(=O)Nc2ccc3c(c2)[C@H]2C[C@@H](CC(=O)N[C@@H](C)c4ccccc4)O[C@@H](CO)[C@H]2O3)cc1
    -15 | 0.0

# Next structures
# Sequence of screens: PRC2 inh | IDH1 mut inh
COc1ccc(NC(=O)Nc2ccc3c(c2)C(=O)N([C@@H](C)CO)C[C@@H](C)[C@@H](CN(C)C)O3)cc1
    -3 | 1.4
CC(=O)c1cccc(NC(=O)C2CCCN(S(=O)(=O)c3ccc(Cl)cc3)C2)c1 (centres undefined)
    7 | -0.3
C[C@@H]1CN([C@H](C)CO)C(=O)c2cccc(NS(=O)(=O)c3cccs3)c2O[C@@H]1CN(C)Cc1ccc(Cl)c(Cl)c1
    -3 | 0.0
C[C@@H]1CCCCO[C@H](CN(C)C(=O)Cc2ccccc2)[C@H](C)CN([C@@H](C)CO)C(=O)c2cc(N(C)C)ccc2O1
    -9 | -8.4
Cc1noc(C)c1NC(=O)Nc1cccc2c1O[C@H](CN(C)S(=O)(=O)c1cn(C)cn1)[C@@H](C)CN([C@@H](C)CO)C2=O
    / | 0.4
Cc1noc(C)c1NC(=O)N(C)C[C@H]1OCCCC[C@@H](C)Oc2ccc(NC(=O)c3ccncc3)cc2C(=O)N([C@@H](C)CO)C[C@H]1C
    / | 2.1
CCC(=O)N(C)C[C@@H]1Oc2cc(C#CC3CC3)ccc2S(=O)(=O)N([C@@H](C)CO)C[C@H]1C
    2 | 0.6
C[C@@H]1CN([C@@H](C)CO)S(=O)(=O)c2ccc(-c3cncnc3)cc2O[C@@H]1CN(C)C(=O)C1CCC1
    14 | /
COCC(=O)Nc1ccc2c(c1)OC[C@@H](C)N(Cc1cccc(F)c1)C[C@@H](C)[C@H](OC)CN(C)C2=O
    -3 | -0.2
O=C(C[C@H]1C[C@H]2c3cc(NC(=O)c4ccc5c(c4)OCO5)ccc3O[C@H]2[C@H](CO)O1)NCc1cccnc1
    5 | 0.0
C[C@@H](NC(=O)C[C@H]1C=C[C@@H](NC(=O)CN2CCOCC2)[C@@H](CO)O1)c1ccccc1
    -3 | 0.2
COc1ccc(S(=O)(=O)Nc2cccc3c2O[C@H](CN(C)Cc2ccc(-c4ccccc4)cc2)[C@H](C)CN([C@H](C)CO)C3=O)cc1
    / | 0.4
C[C@@H]1CN([C@H](C)CO)C(=O)c2cccc(NC(=O)c3ccc(-c4nccs4)cc3)c2O[C@@H]1CN(C)S(C)(=O)=O
    / | -3.5
C[C@H](CO)N1C[C@H](C)[C@H](CN(C)C)Oc2ccc(NC(=O)Nc3cccc4ccccc34)cc2C1=O
    1 | -12
CO[C@@H]1CN(C)C(=O)c2cc(NC(=O)C3CC3)ccc2OC[C@H](C)N(C(=O)c2ccncc2)C[C@H]1C
    11 | 0.2
COc1cccc2cc(-c3nnc(SCC(=O)N4c5ccccc5Sc5ccccc54)n3C)oc12
    5 | 1.1
CN1C2CCC1/C(=C\c1ccccc1)C(=O)/C2=C\c1ccccc1
    -29 | 0.6
O=C(CSc1nc2sccc2c(=O)[nH]1)Nc1ccccc1
    9 | 0.3
C[C@@H]1CN([C@H](C)CO)C(=O)c2cc(C#CC3(O)CCCC3)cnc2O[C@H]1CN(C)Cc1ccccc1
    -5 | -0.5

# Copied from the results shown (ten entries):
# Sequence of screens: PRC2 inh | IDH1 mut inh
COc1ccc(NC(=O)Nc2ccc3c(c2)C(=O)N([C@@H](C)CO)C[C@@H](C)[C@@H](CN(C)C)O3)cc1
    -3 | 1.4
CC(=O)c1cccc(NC(=O)C2CCCN(S(=O)(=O)c3ccc(Cl)cc3)C2)c1 (centres undefined)
    7 | -0.3
C[C@@H]1CN([C@H](C)CO)C(=O)c2cccc(NS(=O)(=O)c3cccs3)c2O[C@@H]1CN(C)Cc1ccc(Cl)c(Cl)c1
    -3 | 0.0
C[C@@H]1CCCCO[C@H](CN(C)C(=O)Cc2ccccc2)[C@H](C)CN([C@@H](C)CO)C(=O)c2cc(N(C)C)ccc2O1
    -9 | -8.4
Cc1noc(C)c1NC(=O)Nc1cccc2c1O[C@H](CN(C)S(=O)(=O)c1cn(C)cn1)[C@@H](C)CN([C@@H](C)CO)C2=O
    / | 0.4
Cc1noc(C)c1NC(=O)N(C)C[C@H]1OCCCC[C@@H](C)Oc2ccc(NC(=O)c3ccncc3)cc2C(=O)N([C@@H](C)CO)C[C@H]1C
    / | 2.1
CCC(=O)N(C)C[C@@H]1Oc2cc(C#CC3CC3)ccc2S(=O)(=O)N([C@@H](C)CO)C[C@H]1C
    2 | 0.6
C[C@@H]1CN([C@@H](C)CO)S(=O)(=O)c2ccc(-c3cncnc3)cc2O[C@@H]1CN(C)C(=O)C1CCC1
    14 | /
COCC(=O)Nc1ccc2c(c1)OC[C@@H](C)N(Cc1cccc(F)c1)C[C@@H](C)[C@H](OC)CN(C)C2=O
    -3 | -0.2
O=C(C[C@H]1C[C@H]2c3cc(NC(=O)c4ccc5c(c4)OCO5)ccc3O[C@H]2[C@H](CO)O1)NCc1cccnc1
    5 | 0.0
